M1AAP inhibition: malaria alanyl aminopeptidase activity blockers – biochemical, fluorogenic H-Leu-NHMec substrate, 1536-well (AID 1445); inhibition, % at 30 µM, or IC50 in µM where a hit was titrated; recombinant M1AAP, H-Leu-NHMec fluorogenic kinetic assay; higher % means a stronger effect; hit rate 0.42% among 220,000;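 active means primary inhibition above the hit cutoff, then over 50% inhibition at one or more dose response concentrations, cut at about 23% in these data, passing the limit was not always enough; inconclusive means conflicting primary data, or primary hits not chosen for dose response; inactive means low primary inhibition, or under 50% at every dose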;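 further: plate controls were DMSO full reaction for no effect and no enzyme background for full effect; strong numbers were not always called active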
CSM14.1 death rescue: rescue of cells from ER stress-induced death, primary screen, 384-well, CSM14.1, thapsigargin, ATP luminescence (AID 1222). CSM14.1 thapsigargin-induced death rescue, ATP luminescence; higher % means a stronger effect. cellular ATP content (survival), % at 20 µM, or EC50 in µM where a hit was titrated. 190,000 tested, under 10 active;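 active means EC50 below 50 µM in the dose-response confirmation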;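 further: death triggered by thapsigargin at about 15 µM added after 2 h compound pretreatment; cell ATP read after overnight thapsigargin exposure of roughly 18 to 22 hours; normalized against plate controls of thapsigargin alone and 5% DMSO vehicle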
human PMI inhibition: inhibitors of human PMI, primary screen, biochemical, fluorescence intensity, coupled assay (AID 1209). hit rate 0.42% among 190,000. inhibition, % at 20 µM, or IC50 in µM where a hit was titrated. purified PMI enzyme, coupled fluorescence intensity; higher % means a stronger effect;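 further: plate controls were DMSO vehicle for no effect and wells lacking substrate for full effect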
Hep lipid drop: modulators of hepatic lipid droplet formation; AML12 mouse hepatocytes, oleate lipid droplets, BODIPY imaging; inhibition, % at 6.5 µM; hit rate 0.4% among 240,000;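 active means lipid droplet intensity inhibited by at least 50%, with more than 500 cells counted; inconclusive means wells with under 300 cells, treated as cytotoxic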
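Test system: AML12 hepatocytes (mouse); reagent: oleate loading, 100 µM; dosing: one dose, 6.5 µM compound; incubation: overnight exposure; signal: fluorescence imaging, 20x objective, two fields per well; read-out basis: % inhibition of corrected integrated BODIPY droplet signal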
human PMI inhibitors: human PMI inhibitors, high substrate, primary screen, biochemical, fluorescence intensity, high mannose 6-phosphate (AID 1220); hit rate 0.66% among 190,000; inhibition, % at 20 µM; hits with a dose series show IC50 in µM; recombinant PMI enzyme, coupled fluorescence intensity; higher % means a stronger effect
WT yeast gro inh: growth inhibition of WT yeast, mitochondrial fusion screen. mitochondrial fusion phenotypic screen, WT strain. AID 1362. hit rate 2.1% among 190,000. inhibition, % at 10 µM; in the data active means inhibition above about 58%; tested in S. cerevisiae
TNAP activation fold: human TNAP enzyme activators, primary screen, biochemical, luminescent, no phosphate acceptor, uHTS (AID 1001); purified TNAP, luminescent activation assay, no phosphate acceptor; higher activation fold means a stronger effect; one-dose activation fold at 20 µM; EC50 in µM for titrated hits; hit rate 0.03% among 200,000; in the data active means activation fold from about 3, or a potency from the dose series; inactive means the rest, 99 in 100 with activation fold below about 1.6; further: many of its hits are not listed in these tables
K1F lysis inhibition: inhibition of K1F phage lysis, E. coli UTI89, bacterial capsule biogenesis inhibitors, alamar blue (AID 488966); E. coli UTI89 K1F phage lysis, alamar blue, 2 h; higher % means a stronger effect; inhibition, % at 100 µM; hits with a dose series show IC50 in µM; hit rate 0.02% among 340,000;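 active means phage lysis inhibition, versus mean bacterial control, above a set limit; inconclusive means no clear call, values can overlap the other calls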;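 further: capsule biogenesis inhibitors block K1F phage lysis so surviving cells raise fluorescence; higher fluorescence means more inhibition of phage lysis; actives were called in the ten point dose series up to 300 µM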
Myeloid diff MLP: compounds promoting myeloid differentiation; ER-HoxA9 myeloid progenitors, lysozyme-GFP differentiation, flow cytometry; hit rate 1% among 360,000; calls only at 10 µM; AID 624256;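 active means normalized GFP-positive differentiation at or above the plate's own cutoff, the solvent-only control mean plus 3 SD; inconclusive means no clear call, values can overlap the other calls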;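 further: cells exposed to compound for four days before flow analysis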
WT yeast gro inh mutant strain: recorded beside WT yeast gro inh, whose call it bears; inhibition, %; mitochondrial fusion phenotypic screen, mutant strain inhibition
Hep lipid drop cells 6.5 µM: also measured in Hep lipid drop; calls as there; cell count; measured here: cell count, cytotoxicity flag;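 cells counted across two imaged fields per well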
Myeloid diff MLP GFP+ MAC1+ %: also measured in Myeloid diff MLP; calls as there; GFP+ MAC1+ double positive, %; measured here: differentiation confirmed by MAC1 staining
* = called active by the depositor; i = inactive; ? = inconclusive; · = no result given; [ ] = another dose, or the depositor's remark. Unless noted, no stated cut-off is given here; in the data, active means inhibition above about 50%; inactive means the rest.

SMILES	M1AAP inhibition	CSM14.1 death rescue	human PMI inhibition	Hep lipid drop	Hep lipid drop cells 6.5 µM	human PMI inhibitors	WT yeast gro inh	WT yeast gro inh mutant strain	TNAP activation fold	K1F lysis inhibition	Myeloid diff MLP	Myeloid diff MLP GFP+ MAC1+ %
CCCCS(=O)(=O)/C=C\C=C/S(=O)(=O)CCCC	1%	-2.9%	-38%	-7	653	-67%	88*	84*	1.1	-0.4%	?	·
Cc1ccc(S(=O)(=O)C(C#N)c2nc3ccccc3nc2N2CCCCC2)cc1 (stereo unspecified)	·	3.5%	-26%	·	·	-66%	9	-3	1.1	·	·	·
CS(=O)(=O)Nc1ccccc1C(=O)NC1CC2CCC1C2 (stereo unspecified)	11%	-1.8%	-4%	-2	764	-2%	-2	-11	1.1	0.1%	i	2.4
O=S(=O)(c1ccc(S(=O)(=O)N2CCOCC2)cc1)N1CCCC1	2%	-1.0%	·	12	739	·	12	4	1.1	0.4%	i	0.1
CCOC(=O)c1c(C=O)c(C)n(Cc2ccc(C)cc2)c1C	14%	1.5%	5%	-9	745	11%	21	22	1.1	0.0%	i	0.4
O=S(=O)(Nc1ncccc1O)c1ccc(Cl)cc1	8%	3.2%	11%	2	758	-6%	4	-4	1.1	1.8%	i	1.6
COC(=O)c1ccc(NC(=S)N2CCN(Cc3cccc(C)c3)CC2)cc1	6%	-3.5%	-9%	·	·	0%	7	-5	1.1	0.1%	i	0.9
Cc1ccc(-c2nnn(CC(=O)N(CCO)C(C(=O)NC3CCCC3)c3ccc(F)cc3)n2)o1 (stereo unspecified)	3%	-0.5%	8%	-1	672	6%	-5	17	1.1	0.2%	i	0.8
O=S(=O)(Nc1nccs1)c1cc(Cl)ccc1Cl	26%*	-1.3%	5%	4	732	0%	-1	1	1.1	-0.8%	i	1.1
CC(NC(=O)CSc1ncccn1)c1ccc(Cl)cc1Cl (stereo unspecified)	8%	-0.4%	-11%	-9	642	-8%	12	14	1	-1.1%	i	0.1
CC(=O)C1=C(C)NC(SCC(=O)c2cc(Cl)ccc2Cl)=C(C#N)C1c1ccco1 (stereo unspecified)	·	21%	-6%	·	·	23%	·	·	1.1	0.2%	?	·
O=C(N/N=C/c1cc2cc3c(cc2nc1Cl)OCCO3)c1ccccc1O	10%	-0.6%	-7%	6	673	9%	2	17	1	-0.7%	i	0.1
CC(=O)Nc1cc(NC(C)=O)cc(-c2nc3ccccc3[nH]2)c1	4%	0.5%	7%	1	774	5%	-18	-8	1.1	-0.4%	i	0.5
Cc1c(Cl)c([N+](=O)[O-])nn1CCCC(=O)NC(C)c1ccccc1 (stereo unspecified)	1%	-1.1%	8%	3	692	2%	-19	-8	1	-0.1%	i	1.1
CC(=O)N1CC(C)c2scc(C)[n+]2-c2ccccc21 (stereo unspecified)	4%	7.6%	-8%	14	714	-3%	0	-13	0.9	0.1%[50 µM]	i	0.9
CN1C2CCC1/C(=C\c1ccccc1Cl)C(=O)/C2=C\c1ccccc1Cl	2%	0.0%	9%	1	825	2%	61*	32*	1.1	·	·	·
Cc1occc1C(=O)N1CCN(S(C)(=O)=O)CC1	6%	-2.3%	-8%	-5	696	-4%	-18	1	1.1	1.4%	i	3.8
CCn1nc(C)c(/C=N\NC(=O)c2ccc3c(c2)OCO3)c1C	-1%	-2.6%	-4%	-3	734	-6%	-28	-16	1	3.8%	i	1.7
CCSC1=C(C#N)C(c2ccccc2Cl)CC(=O)N1 (stereo unspecified)	16%	-2.5%	-1%	·	·	0%	14	10	1.1	0.7%	i	0.2
CC(C)CC1c2[nH]c3ccccc3c2CCN1C(=O)CCC(=O)N(C)C (stereo unspecified)	2%	0.4%	-3%	-8	728	16%	3	0	1	2.8%	i	0.2
Cc1ccc(C(=O)N(Nc2nc3ccccc3s2)C(=O)c2ccc(C)cc2)cc1	-5%	-2.7%	0%	-1	710	2%	7	19	1.1	0.3%	i	0.1
COc1cccc(NC(=O)Nc2cc(Cl)ccc2C)c1	-4%	-2.5%	4%	-21	695	4%	19	-6	1.1	0.2%	i	0.5
Nc1nnnn1/N=C/c1cc(Cl)cc(Cl)c1OCc1ccc(Cl)cc1Cl	8%	-0.3%	-12%	0	823	-17%	2	5	1.1	-0.2%	i	0.9
COC(=O)c1ccc(Cn2nc(C)cc2C)cc1	-1%	-5.0%	-6%	10	761	-9%	-23	-53	1.1	6.6%	i	1.3
COc1cc(CN2CCN(Cc3ccc([N+](=O)[O-])cc3)CC2)c([N+](=O)[O-])cc1OC	10%	-1.1%	17%	-4	686	56%*	14	40	1.1	0.0%	i	0.6
(list continues)
SMILES	M1AAP inhibition	CSM14.1 death rescue	human PMI inhibition	Hep lipid drop	Hep lipid drop cells 6.5 µM	human PMI inhibitors	WT yeast gro inh	WT yeast gro inh mutant strain	TNAP activation fold	K1F lysis inhibition	Myeloid diff MLP	Myeloid diff MLP GFP+ MAC1+ %
CC(C)CCN1CC(O)=C(c2nc(-c3ccc(Cl)cc3)cs2)C1=N	10%	6.0%	2%	-4	807	-5%	14	10	1.1	0.1%	i	0.9
CN1/C(=C\C=[N+](C)c2ccccc2)C(C)(C)c2ccccc21	8%	-0.2%	11%	·	·	-15%	33	23	1.1	-0.1%	i	1.1
CCOC(=O)c1ccc(NC(=O)COc2ccc(S(=O)(=O)NC(C)(C)C)cc2)cc1	-8%	-1.8%	-16%	96*	705*	-9%	3	4	1	1.3%	i	1.3
O=C(NCc1ccco1)C(c1ccccc1)N(CC1CCCO1)C(=O)Cn1nnc2ccccc21 (stereo unspecified)	3%	·	·	·	·	·	5	13	·	0.7%	i	1.0
Cn1ncc2c(NNC(=O)c3ccc(O)cc3)ncnc21	-2%	·	4%	10	707	7%	-13	6	1.6	-0.2%	i	0.1
Fc1ccc(Nc2ncnc3sc4c(c23)CCC4)cc1F	6%	3.6%	16%	23	729	14%	-1	-14	1	2.3%[50 µM]	i	0.1
COc1ccc(Br)c2oc(S)cc(=O)c12	11%	12%	-27%	-27	703	-34%	-4	-2	1.1	-0.6%	i	1.3
Cc1ccc(S(=O)(=O)N2CCCCC2)cc1NC(=O)COC(=O)c1ccc2c(c1)OCO2	-1%	-4.5%	27%	-2	416	12%	13	-26	1.2	1.6%[50 µM]	i	3.1
CN1CCN(C(=O)C2=C[C@@H](c3coc4ccccc4c3=O)C[C@@H](OCc3ccc(CO)cc3)O2)CC1	-7%	-1.5%	-2%	17	732	-3%	3	5	1.1	0.1%	i	1.2
CN(NC1CC(=O)N(c2ccccc2)C1=O)c1ccccc1 (stereo unspecified)	9%	-1.6%	-41%	3	671	-47%	-23	-5	1.2	0.5%[50 µM]	i	0.4
COC(=O)c1ccc(-c2noc(CN(Cc3ccccn3)CC3CCCO3)n2)cc1 (stereo unspecified)	-7%	2.6%	-4%	-3	687	1%	21	8	1	0.1%	i	0.3
CC(C)CCSc1ncnc2c1oc1nc3c(cc12)COC(C)(C)C3	-6%	0.9%	6%	13	743	1%	1	-66	1	6.3%	i	1.6
O=C(C1CCCN(Cc2ccccc2)C1)N1CCc2ccccc2C1 (stereo unspecified)	1%	-1.2%	-4%	15	809	-8%	-12	6	1.1	-0.2%	i	1.0
CCc1ccc(OCC(=O)NC(NC(=S)Nc2ccccc2)C(Cl)(Cl)Cl)cc1 (stereo unspecified)	8%	-2.2%	9%	-8	506	-2%	13	23	1.1	-0.1%	i	0.8
O=C(NCC1CCN(S(=O)(=O)c2ccccc2)CC1)Nc1ccc(F)cc1F	11%	·	·	-6	670	·	·	·	·	-2.7%	i	0.5
CC1(C)CC(=O)CC(C2(O)C(=O)N(Cc3ccccc3)c3ccccc32)O1 (stereo unspecified)	0%	·	4%	15	654	1%	4	0	1.1	3.0%	?	·
COc1ccccc1NS(=O)(=O)CC12CCC(CC1=O)C2(C)C (stereo unspecified)	0%	-1.6%	-8%	3	822	-8%	5	-6	1.2	6.8%	i	7.5
Cc1ccc(S(=O)(=O)N(CC(O)CN(C)C)c2ccccc2)cc1 (stereo unspecified)	-6%	-1.6%	1%	5	734	1%	-12	2	1.1	5.6%	i	0.5
c1ccc2oc(-c3[nH]ncc3CN3CCC(N4CCSCC4)CC3)cc2c1	-1%	-2.9%	-12%	3	674	-10%	4	5	1	0.4%	i	1.3
Cc1csc(NC(=O)CCc2ccc(S(=O)(=O)N3CCOCC3)cc2)n1	2%	-1.7%	6%	-2	742	1%	5	4	1	0.0%	i	0.1
C=CCN(CC=C)C(=S)NC(=O)c1ccc(C)c(Br)c1	-12%	1.2%	-2%	1	704	-2%	51	65	1.1	0.7%	i	1.2
COc1ccc(OC)c(-n2c(SCC(=O)Nc3cc(C)on3)nnc2-c2c[nH]c3ccccc23)c1	-2%	-0.1%	-2%	·	·	8%	1	3	1.2	-0.1%	i	2.0

A draw from above in order of length of the SMILES, rising.
SMILES	M1AAP inhibition	CSM14.1 death rescue	human PMI inhibition	Hep lipid drop	Hep lipid drop cells 6.5 µM	human PMI inhibitors	WT yeast gro inh	WT yeast gro inh mutant strain	TNAP activation fold	K1F lysis inhibition	Myeloid diff MLP	Myeloid diff MLP GFP+ MAC1+ %
CN(NC1CC(=O)N(c2ccccc2)C1=O)c1ccccc1 (stereo unspecified)	9%	-1.6%	-41%	3	671	-47%	-23	-5	1.2	0.5%[50 µM]	i	0.4
C=CCN(CC=C)C(=S)NC(=O)c1ccc(C)c(Br)c1	-12%	1.2%	-2%	1	704	-2%	51	65	1.1	0.7%	i	1.2
COc1ccc(OC)c(-n2c(SCC(=O)Nc3cc(C)on3)nnc2-c2c[nH]c3ccccc23)c1	-2%	-0.1%	-2%	·	·	8%	1	3	1.2	-0.1%	i	2.0
CN1CCN(C(=O)C2=C[C@@H](c3coc4ccccc4c3=O)C[C@@H](OCc3ccc(CO)cc3)O2)CC1	-7%	-1.5%	-2%	17	732	-3%	3	5	1.1	0.1%	i	1.2

By substructure: those above containing bromine.
SMILES	M1AAP inhibition	CSM14.1 death rescue	human PMI inhibition	Hep lipid drop	Hep lipid drop cells 6.5 µM	human PMI inhibitors	WT yeast gro inh	WT yeast gro inh mutant strain	TNAP activation fold	K1F lysis inhibition	Myeloid diff MLP	Myeloid diff MLP GFP+ MAC1+ %
COc1ccc(Br)c2oc(S)cc(=O)c12	11%	12%	-27%	-27	703	-34%	-4	-2	1.1	-0.6%	i	1.3
C=CCN(CC=C)C(=S)NC(=O)c1ccc(C)c(Br)c1	-12%	1.2%	-2%	1	704	-2%	51	65	1.1	0.7%	i	1.2

Source: PubChem
